# Bioassay records from PubChem BioAssay.
# TRPML3 ag: agonists of human TRPML3 channel | HEK293 TRPML3-YFP, Fluo-8 calcium fluorescence; 100% = the carbachol control signal | activation, % at 3 µM | actives 0.29% (n = 220,000);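 active means activation above its plate's cutoff, the mean activation of the plate's test wells plus 3 SD, cut at about 12% in these data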;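 further: 0% = DMSO only wells and 100% = carbachol wells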
#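 system = HEK293 cells stably carrying human TRPML3-YFP | doses = one concentration, 3 µM nominal, 0.3% DMSO | timing = dye loading 1 h 37 °C then 30 min ambient, 125 s read | detection = Fluo-8 calcium dye fluorescence, ex 470-495, em 515-575 nm | benchmarks = high control carbachol 87 µM, low control DMSO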
# TRPN1 ag: zebrafish TRPN1 (NompC) channel agonism. HEK293 zebrafish TRPN1-YFP, Fluo-8 calcium fluorescence; 100% = response to 87 µM carbachol. activation, % at 3 µM. actives 0.18% (n = 220,000);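 active means activation above its plate's cutoff, the mean activation of test wells on that plate plus 3 SD, cut at about 19% in these data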;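 further: 0% = DMSO alone and 100% = 87 µM carbachol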
#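 Material: zebrafish TRPN1-YFP in HEK293 cells; Doses: single test compound dose, 3 µM nominal, 0.3% DMSO; Timing: dye loading 1 h at 37 °C, then 30 min room temperature; Technique: intracellular calcium fluorescence with Fluo-8; Benchmarks: high carbachol 87 µM, low DMSO alone.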
# S1P4 ag: activates the human S1P4 receptor; S1P4-expressing cell line, agonist reporter assay; AID 1509; actives 0.35% (n = 220,000); O95977; activation, % at 4.98 µM; in the data active means activation above about 11%;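 further: 0% = DMSO vehicle and 100% = reference agonist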
# Target sequence (O95977 whole entry, looked up): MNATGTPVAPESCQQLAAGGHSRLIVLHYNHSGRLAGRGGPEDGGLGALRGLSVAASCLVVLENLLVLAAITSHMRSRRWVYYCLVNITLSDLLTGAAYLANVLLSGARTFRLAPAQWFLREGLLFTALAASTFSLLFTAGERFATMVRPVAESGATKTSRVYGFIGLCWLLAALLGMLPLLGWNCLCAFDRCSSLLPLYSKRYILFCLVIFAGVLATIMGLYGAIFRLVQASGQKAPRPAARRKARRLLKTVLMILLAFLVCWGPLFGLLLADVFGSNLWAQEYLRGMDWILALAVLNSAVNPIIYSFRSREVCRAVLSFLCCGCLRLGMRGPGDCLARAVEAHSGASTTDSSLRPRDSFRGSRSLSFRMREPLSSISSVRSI
# NPY1 pot ag: potentiates or activates human NPY-Y1 receptor | NPY-Y1 expressing cells, potentiator/agonist activation | activation, % at 3.6 µM | actives 0.37% (n = 220,000) | AID 1304; in the data active means activation above about 33%, passing the limit was not always enough;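 further: cells stimulated with NPY at EC10 then isoproterenol at EC100; 0% = low agonist plus stimulus and 100% = saturating agonist plus stimulus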
# Target sequence (P25929 whole entry, looked up): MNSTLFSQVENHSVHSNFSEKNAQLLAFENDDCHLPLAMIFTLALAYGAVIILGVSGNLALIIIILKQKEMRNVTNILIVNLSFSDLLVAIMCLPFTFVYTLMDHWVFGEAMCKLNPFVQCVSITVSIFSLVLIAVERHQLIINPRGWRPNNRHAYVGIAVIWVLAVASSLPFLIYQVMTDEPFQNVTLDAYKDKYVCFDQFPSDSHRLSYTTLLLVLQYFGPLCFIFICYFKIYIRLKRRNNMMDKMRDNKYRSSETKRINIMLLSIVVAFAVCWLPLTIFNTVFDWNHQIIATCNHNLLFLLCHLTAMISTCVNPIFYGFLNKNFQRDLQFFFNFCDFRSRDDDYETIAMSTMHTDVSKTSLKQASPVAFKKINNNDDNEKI
# CHOP inhibitor: inhibitors of CHOP induction in ER stress response. inhibition, % at 10 µM. actives 3.8% (n = 220,000). CHO-K1 CHOP-promoter luciferase, tunicamycin-induced, 15-18 h;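 active means compounds that reduced the stress-induced luciferase reporter signal by more than about 70% of percent inhibition, limit read from the data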;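 further: 0% = tunicamycin plus vehicle and 100% = wells without tunicamycin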
# NPY-Y1 antag: NPY-Y1 (human) receptor antagonism; P25929; HEK293-CNG Y1 cells, membrane potential fluorescence; NPY at EC95, then isoproterenol; inhibition, % at 3.6 µM; actives 1% (n = 200,000);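 active means inhibition above the campaign mean inhibition of all tested compounds plus 3 SD, cut at about 20% in these data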;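 further: 0% = DMSO wells given NPY plus isoproterenol and 100% = isoproterenol alone without NPY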
#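 Material: HEK293 cells co-expressing NPY Y1 receptor and cyclic-nucleotide gated channel. Timing: compound incubation 1 h at room temperature, readout 45 min post-stimulation. Signal: fluorescence, membrane potential probe.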
# NPY-Y2 PAM-ag: human NPY-Y2 potentiation or agonism, primary screen | actives 0.45% (n = 220,000) | AID 1359 | P49146 | cells expressing NPY-Y2, potentiator/agonist read-out | activation, % at 3.6 µM; in the data active means activation above about 27%;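 further: cells stimulated with NPY near EC25 plus isoproterenol at EC100; 0% = vehicle plus submaximal agonist and 100% = vehicle plus saturating agonist; some results beyond the cut were filed as inactive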
# S1P4 antag: human S1P4 receptor antagonism; O95977; actives 0.26% (n = 220,000); AID 1510; inhibition, % at 4.98 µM; S1P4-expressing cells, antagonist mode, reporter read-out; in the data active means inhibition above about 29%;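 further: 0% = wells stimulated with agonist and 100% = vehicle wells without agonist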
# EP2 mod: modulates human prostaglandin E2 receptor EP2 signaling. P43116. EP2-expressing cells, cAMP HTRF FRET, PGE2 co-stimulation. induction, % at 25 µM. actives 0.83% (n = 260,000);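 active means compounds whose cAMP rise, as percent of the full-agonist control response, exceeds 60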;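 further: rat C6 glioma line stably carrying human EP2 under a CMV promoter; the protocol text gives 20 µM as final concentration; 100% = response of wells given 1 µM PGE2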
# * = called active by the depositor; x = not tested or not shown; & = joins results of further samples. Rows are unselected. Share with any hit: about 6.5%.
no.	compound	TRPML3 ag	TRPN1 ag	S1P4 ag	NPY1 pot ag	CHOP inhibitor
1	CN(C(=O)CSc1ncc(C(F)(F)F)cc1Cl)c1c(N)n(Cc2ccccc2)c(=O)[nH]c1=O	0.2	0.9	-2.4	-3.4	-9.9
2	Cc1cccc(OCC(=O)Nc2ccc(N3CCN(C(=O)c4ccccc4)CC3)cc2)c1	1.1	1.7	-3.0	6.7	41.2
3	CC(=O)N(Cc1cccs1)Cc1cc2cc(C)c(C)cc2nc1Cl	0.6	-0.1	1.4	-15.4	1.5
4	O=C(Nc1ccc(N2C(=O)CCC2=O)cc1Cl)c1cccs1	1.1	0.5	-1.4	3.0	9.1
5	CC(C)C(NC(=O)c1ccccc1NC(=O)c1ccco1)C(=O)NNC(=O)c1ccncc1 (stereo not given)	0.5	0.4	0.1	11.0	20.4
6	CCOc1ccccc1N(CC(=O)Nc1ccc(S(=O)(=O)N2CCOCC2)cc1)S(=O)(=O)c1ccc(Cl)cc1	1.4	1.8	0.3	-27.6	9.3
7	C=CCn1cccc(C(=O)Nc2ccc(OCC)cc2)c1=O	2.2	4.9	0.5	-8.4	-12.8
8	CCc1nn(-c2cc(Cl)ccc2OC)c2c1C(=O)CCC2	-1.8	-2.4	-1.6	-10.7	53.0
9	OCCOCCN1CCN(C(=S)Nc2ccccc2)CC1	0.4	-0.8	0.2	11.7	-6.2
10	Cc1cccc(OCC(=O)NCC2CCCO2)c1C (stereo not given)	0.3	0.6	1.1	3.1	10.9
11	Cn1c(=O)c2cc(S(=O)(=O)NC(C(=O)NC3CCCCC3)c3ccccc3)ccc2n(C)c1=O (stereo not given)	0.1	1.1	1.4	2.1	48.0
12	COc1ccc([N+](=O)[O-])cc1NC(=O)C(C)N(C)Cc1ccc(Br)cc1 (stereo not given)	0.7	-0.3	0.9	0.4	70.1*
13	Cc1noc(C)c1C(=O)OCC(=O)Nc1ccccc1Oc1ccccc1	-0.5	-2.2	-2.9	-17.4	37.0
14	CC(OC(=O)CCc1nc2ccccc2c(=O)[nH]1)C(=O)Nc1ncc(Cl)cc1Cl (stereo not given)	-0.6	-0.9	0.3	7.1	14.8
15	N#CC1=C2SCN(c3ccccc3)CN2C(=O)CC1c1c(Cl)cccc1Cl (stereo not given)	0.7	1.4	2.0	8.6	13.6

no.	NPY-Y1 antag	NPY-Y2 PAM-ag	S1P4 antag	EP2 mod
1	3.4	-8.2	9.4	5.5
2	-5.3	3.2	-4.3	5.6
3	-2.1	-21.2	-12.8	-4.3
4	-1.2	-4.8	-2.2	10.5
5	x	3.8	0.5	0.3
6	-2.6	1.6	-20.9	11.1
7	5.2	0.6	-25.5	-20.1
8	-1.6	7.9	-0.6	22.2
9	-0.6	2.4	-6.2	8.7
10	1.1	5.9	3.1	-6.1&22.9
11	0.1	-2.2	-24.6	43.3
12	-2.6	4.6	-12.1	3.1
13	6.2	-0.3	-3.6	47.6
14	-1.2	7.4	-26.6	0.3
15	-1.5	-0.9	-17.9	19.2

# Going on with the list:
no.	compound	TRPML3 ag	TRPN1 ag	S1P4 ag	NPY1 pot ag	CHOP inhibitor
16	CCOC(=O)c1c(NC(=O)c2ccc(N3C(=O)C4C5C=CC(C5)C4C3=O)cc2)sc2c1CCCC2 (stereo not given)	0.1	1.4	0.1	-24.6	44.3
17	CCNC(=O)COC(=O)c1cc(S(=O)(=O)N2CCCc3ccccc32)ccc1Cl	-0.1	2.2	0.1	33.7	4.9
18	Cc1cccc(NC(=O)c2cccc(Cn3cc(Br)c([N+](=O)[O-])n3)c2)c1C	0.7	0.4	0.3	-8.5	32.5
19	CC(=O)OC(COc1cccc(C)c1)Cn1cnc2ccccc21 (stereo not given)	-1.0	-1.9	0.8	-7.8	17.6
20	COC(=O)c1ccc(COC(=O)CCc2nc(-c3ccccc3)c(-c3ccccc3)o2)cc1	1.3	-0.2	-5.5	-35.9	36.5
21	N=c1oc2cc(O)ccc2cc1C(=O)Nc1ccccn1	0.5	1.3	73.7*	-1.5	-11.7
22	CCOC(CNC(=O)c1ccc2c(c1)nc(C)n2-c1cccc(F)c1)OCC	1.0	-0.3	-1.4	-17.7	4.6
23	CCn1nnnc1SCC(=O)NCc1ccco1	0.3	0.1	-3.6	2.8	0.2
24	O=C1NC(=O)C(Cc2ccccc2)(c2cccnc2)N1 (stereo not given)	-0.6	-0.5	-0.5	19.0	0.3
25	COc1cc(C(=O)O/N=C(\N)c2ccc([N+](=O)[O-])cc2)cc(OC)c1OC	0.2	-1.5	-0.4	-9.1	-9.1
26	O=C(CCn1ccc2ccccc21)NC1CCCc2ccccc21 (stereo not given)	0.0	-0.9	-1.0	-5.9	64.3
27	Cc1cc(C)n(S(=O)(=O)c2ccccc2)n1	0.7	1.4	0.0	-24.9	7.2
28	CC(C)(C)n1nnnc1C(c1cccs1)N1CCN(C(=O)c2ccco2)CC1 (stereo not given)	0.4	0.1	-0.4	-1.8	5.0
29	COC(=O)c1sc(NC(=O)COc2ccccc2C)nc1C	0.0	1.0	-0.4	-12.9	6.3
30	COc1ccc(S(=O)(=O)N2CCCCC2)cc1NC(=O)c1cc(C)on1	1.2	0.2	1.2	-13.0	10.7

no.	NPY-Y1 antag	NPY-Y2 PAM-ag	S1P4 antag	EP2 mod
16	-2.1	-2.0	6.4	34.9
17	x	20.1	-7.2	-39.1
18	0.9	4.6	-0.1	-41.7
19	4.6	-2.2	-12.8	16.3
20	8.6	-8.6	-7.6	42.3
21	10.9	3.8	-52.3	-36.1&20.5
22	-0.9	-20.8	-1.6	-26.7
23	-1.0	-3.9	3.8	8.2
24	x	-8.5	0.1	28.9
25	3.2	2.4	-6.3	-2.0
26	3.8	3.7	-6.7	-42.6
27	x	-7.7	6.9	-4.4
28	3.4	0.7	-17.6	1.0
29	4.7	-7.6	-9.2	-31.1
30	7.0	-7.9	-15.8	13.8

# Some of these compounds in order of number of heavy atoms, lowest first:
no.	compound	TRPML3 ag	TRPN1 ag	S1P4 ag	NPY1 pot ag	CHOP inhibitor
23	CCn1nnnc1SCC(=O)NCc1ccco1	0.3	0.1	-3.6	2.8	0.2
28	CC(C)(C)n1nnnc1C(c1cccs1)N1CCN(C(=O)c2ccco2)CC1 (stereo not given)	0.4	0.1	-0.4	-1.8	5.0
17	CCNC(=O)COC(=O)c1cc(S(=O)(=O)N2CCCc3ccccc32)ccc1Cl	-0.1	2.2	0.1	33.7	4.9

no.	NPY-Y1 antag	NPY-Y2 PAM-ag	S1P4 antag	EP2 mod
23	-1.0	-3.9	3.8	8.2
28	3.4	0.7	-17.6	1.0
17	x	20.1	-7.2	-39.1

# Other records.
no.	compound	TRPML3 ag	TRPN1 ag	S1P4 ag	NPY1 pot ag	CHOP inhibitor
31	CCOC(=O)c1cc(NC(=O)c2c(C)noc2C)cc(C(=O)OCC)c1	-0.4	0.5	0.0	14.3	31.7
32	C/C(=C/C(=O)NCc1ccccc1)C(=O)O	0.3	2.1	1.0	4.0	-4.4
33	COc1ccc2c(c1)O[C@H](c1ccc3c(c1)OCO3)[C@@H](O)C2=O	0.4	1.9	-0.8	-1.9	-26.7
34	Cc1ccc(NC(=S)N/N=C/c2ccc(OCCC(C)C)cc2)c(C)c1	1.1	0.3	1.1	-13.7	18.1
35	O=Cc1cn(CC(=O)N2CCc3ccccc32)c2ccccc12	0.1	0.6	0.5	-11.9	18.2
36	COC(=O)CSc1nc2sc3c(c2c(=O)[nH]1)CCC3	0.7	0.7	-1.6	19.9	3.9
37	CCOC(=O)C1CCCN(C2CCN(Cc3nc(Cc4ccccc4)no3)CC2)C1 (stereo not given)	0.5	0.3	0.4	-7.0	17.0
38	CCn1c(C)nc2cc(C(=O)NNS(=O)(=O)c3c(F)cc(F)c(Cl)c3F)ccc21	1.0	0.5	-0.3	-7.6	16.0
39	N=c1c2c3c(sc2nc2n1CCC2)CCCC3	1.2	0.1	-1.3	-17.7	-2.9
40	COc1ccc(C(=O)N/C(=C\c2cn(C)c3ccccc23)C(=O)OCC(C)C)cc1	0.5	0.0	3.7	-7.6	28.2
41	S=C(Nc1cccnc1)Nc1ccccc1Br	1.3	0.5	0.8	-4.2	0.5
42	Cc1c(C(=O)N2CCCCC2)sc(N)c1C#N	0.7	2.0	1.7	0.1	34.6
43	O=C(CCN1C(=O)c2ccncc2C1=O)Nc1ccc(F)cc1	0.5	-1.4	1.4	-19.8	-6.3
44	CCOC(=O)c1sc(NC(=O)CSc2nc(-c3ccco3)cc(C(F)(F)F)n2)c(C#N)c1C	0.9	-0.4	-0.2	-14.4	-3.8
45	OC(c1cccs1)c1nccc2ccccc12 (stereo not given)	0.2	0.1	2.0	-19.3	3.1

no.	NPY-Y1 antag	NPY-Y2 PAM-ag	S1P4 antag	EP2 mod
31	-3.5	11.0	5.2	8.6
32	3.4	-9.5	-23.4	3.4
33	0.2	6.8	15.2	-18.0
34	21.1*	-11.4	12.2	13.2
35	6.5	-0.4	-10.2	-9.9
36	x	-21.4	4.2	24.5
37	-0.4	2.2	6.0	-10.0
38	9.6	-0.1	-5.4	9.4
39	-0.1	-4.6	12.6	-12.2
40	2.6	4.4	-15.4	14.6
41	2.5	-5.6	1.9	12.2
42	-0.6	-11.5	-10.2	21.4
43	2.2	-2.9	-9.1	28.3
44	3.1	9.1	-34.4	-15.9
45	3.6	1.2	-9.1	21.0

# Next part:
no.	compound	TRPML3 ag	TRPN1 ag	S1P4 ag	NPY1 pot ag	CHOP inhibitor
46	CCCC(=O)Nc1sc(C)c(-c2ccc(C(C)CC)cc2)c1C#N (stereo not given)	0.2	0.1	-1.7	-7.9	47.9
47	Cc1c(NS(=O)(=O)c2cc(Br)cc3c2N(C(=O)C2CC2)CC3)c(=O)n(-c2ccccc2)n1C	0.3	-0.5	-0.2	5.5	20.4
48	COCCN(C(=S)Nc1ccc(C)cc1)C(C)c1cccnc1 (stereo not given)	0.0	0.2	0.0	6.8	2.3
49	O=C(NCCNC1CCN(Cc2ccccc2)CC1)c1cccs1	-0.3	-0.2	0.9	-4.1	21.5
50	O=[N+]([O-])c1cccc(-c2nc(-c3ccccn3)no2)c1	0.3	-0.4	3.0	14.6	-15.9
51	Cc1cccnc1NC(=O)C1CCN(S(=O)(=O)c2c(C)noc2/C=C/c2ccco2)CC1	0.1	-0.7	1.2	9.6	-2.1
52	CC(=O)c1ccc(-c2ccc(Cn3c(C)nc4cc(N)c(C)nc43)cc2)cc1	0.7	0.9	1.3	10.5	26.3
53	CS(=O)(=O)c1nc(S(=O)(=O)c2ccc(Cl)cc2)c(NCc2ccccn2)s1	-0.1	-1.0	0.9	1.7	1.0

no.	NPY-Y1 antag	NPY-Y2 PAM-ag	S1P4 antag	EP2 mod
46	4.5	-9.5	0.1	35.7
47	0.8	9.0	5.9	20.1
48	3.3	-3.2	5.9	-5.4
49	7.8	-3.0	-10.1	-16.3&0.8
50	x	15.5	-15.5	-37.3
51	0.4	-10.0	-25.8	0.8
52	-0.2	-3.0	-6.6	-14.4
53	-0.6	-8.3	1.6	-5.5
